From PubChem
Mito fusion act = blocks mitochondrial division or promotes mitochondrial fusion. AID 485298. S. cerevisiae fusion-defective mutant growth rescue, CellTiterGlo 48 h. hit rate 0.23% among 320,000. Potency, µM (highest dose often 46.1 µM), for inactives: at the highest dose growth rescue (activation), actives largely listed as activators;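 note: potency is the fitted concentration of half-maximal effect; % of control where 0% means no effect; nearly all actives have a fitted effect of over 45% in size; temperature-sensitive fusion mutants such as fzo1-1 at 37 °C on non-fermentable ethanol glycerol medium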
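Temperature-sensitive fusion-defective S. cerevisiae (e.g. fzo1-1, mgm1-5) were grown with compound in YPEG medium (3% ethanol, 3% glycerol) for 48 hours at 37C. Growth rescue was measured as viability by CellTiterGlo luminescence after 10 minutes at ambient.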
TSG101-PTAP inh = blocks PTAP/TSG101 interaction to inhibit HIV-1 budding; Fluorescence polarization, FITC-PTAP peptide / Tsg101 binding; Potency, µM (doses to about 115 µM), inactives show at the top dose activity change, negative = inhibition, most hits filed as inhibitors; 340,000 tested, under 10 active; AID 493005; active = well fitted inhibition curve with a large enough effect in the main read-out, with a control signal flat, not every such curve was filed as active; inconclusive = small, poorly fitted or top-dose-only effect, or effect the other way, or a change in a side signal; inactive = no such curve, though single readings can be large or run the other way; note: potency is the fitted concentration of half-maximal effect; % of control where 0% means no effect
Target sequence (Q99816 whole entry, looked up): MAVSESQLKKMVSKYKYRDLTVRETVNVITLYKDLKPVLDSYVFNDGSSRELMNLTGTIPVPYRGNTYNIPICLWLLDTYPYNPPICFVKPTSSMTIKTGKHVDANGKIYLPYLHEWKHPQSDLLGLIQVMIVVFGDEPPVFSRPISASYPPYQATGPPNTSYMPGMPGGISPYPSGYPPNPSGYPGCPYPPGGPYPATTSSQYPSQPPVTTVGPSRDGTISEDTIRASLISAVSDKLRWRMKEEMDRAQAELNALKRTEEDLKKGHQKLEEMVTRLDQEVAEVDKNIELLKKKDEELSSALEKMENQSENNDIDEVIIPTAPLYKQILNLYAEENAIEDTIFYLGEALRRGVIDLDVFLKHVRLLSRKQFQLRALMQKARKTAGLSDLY
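Steps: Tsg101 binding domain dispensed (10 uM final), compounds pinned in DMSO, FITC-labeled PTAP-motif peptide added (50 nM final); after 20 min binding at room temperature, polarization measured.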
CXXC DNA block = blocks binding of human MLL CXXC domain to DNA. Q03164. MLL-CXXC / FITC-HOXA9 DNA fluorescence polarization. Potency, µM (doses to about 115 µM), for the others: top-dose activity change, negative = inhibition, hits mostly inhibitors. hit rate 0.037% among 290,000; active = well fitted inhibition curve with a large enough effect in the polarisation, with a control signal flat, not every such curve was filed as active; inconclusive = small, poorly fitted or top-dose-only effect, or effect the other way, or a change in a side signal; inactive = no such curve, though single readings can be large or run the other way; the % refers to the polarisation; note: potency is the fitted concentration of half-maximal effect
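Purified MLL-CXXC (added from a 7 uM solution) was preincubated 5 min at ambient with pinned compounds in 50 mM Tris-HCl pH 7.5, 50 mM NaCl, 1 mM DTT, 0.05% BSA. Fluorescein-labeled HOX-A9 DNA (50 nM solution) followed, 30 min, then polarization read.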
MBNL1 CUG block = blocks human MBNL1 binding to CUG repeat RNA; Q9NR56; TR-FRET MBNL1-His/biotin-(CUG)12 binding, 665/545 ratio; Potency, µM (highest dose often 57.5 µM), for the others: at the top dose activity change, negative = inhibition, hits mostly inhibitors; hit rate 0.036% among 280,000; active = well fitted inhibition curve with a large enough effect in the signal ratio, with a control signal flat, not every such curve was filed as active; inconclusive = small, poorly fitted or top-dose-only effect, or effect the other way, or a change in a side signal; inactive = no such curve, though single readings can be large or run the other way; the % refers to the signal ratio; note: potency is the fitted concentration of half-maximal effect; % is set by controls: 0 for no effect and ±100 for the full control effect
Target sequence (Q9NR56 whole entry, looked up): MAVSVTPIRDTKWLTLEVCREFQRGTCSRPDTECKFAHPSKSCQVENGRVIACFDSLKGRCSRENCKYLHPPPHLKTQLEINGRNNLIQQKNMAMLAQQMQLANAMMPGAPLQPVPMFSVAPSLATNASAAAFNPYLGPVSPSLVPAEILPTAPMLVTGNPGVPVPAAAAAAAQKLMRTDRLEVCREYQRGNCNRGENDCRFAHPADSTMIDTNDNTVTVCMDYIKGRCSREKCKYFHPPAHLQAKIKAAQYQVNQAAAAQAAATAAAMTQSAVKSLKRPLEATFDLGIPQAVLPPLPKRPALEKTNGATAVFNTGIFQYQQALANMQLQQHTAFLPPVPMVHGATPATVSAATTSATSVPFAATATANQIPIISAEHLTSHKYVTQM
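Inhibition of protein-RNA binding appears as loss of TR-FRET between terbium anti-His antibody on MBNL1-His and streptavidin-XL665 on biotin-(CUG)12. Activity is normalized to buffer-only and uninhibited-complex controls.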
ASM inhibitor = inhibitors of human secretory acid sphingomyelinase. P17405. placental ASM, HMU-PC fluorogenic substrate, 60 min. Potency, µM (highest dose often 57.5 µM), without a hit: at the top dose activity change, negative = inhibition, most hits filed as inhibitors. hit rate 0.006% among 340,000. AID 504937; note: potency is the fitted concentration of half-maximal effect
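Fluorogenic HMU-PC substrate (9 uM final) is turned over by placental ASM in 60 min at 37 C after a 10 min compound preincubation. Reaction ended by alkaline stop (pH 10), with fluorescence read at 386/447 nm.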
AT treatment = potential ataxia-telangiectasia treatment; Potency, µM (doses to about 57.5 µM), without a hit: at the top dose activation, hits mostly activators; AID 485349; hit rate 0.19% among 320,000; […] A-T fibroblasts, KAP-1 phosphorylation AlphaLISA; neocarzinostatin DNA damage 30 min before lysis; note: potency is the fitted concentration of half-maximal effect; % of control where 0% means no effect; nearly all actives have a fitted effect of over 45% in size
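ATM-like activity read as KAP-1 phosphorylation via AlphaLISA donor/acceptor antibody pairs after lysis and 6 hr at 25C. Cells were ATM-null patient fibroblasts ([…], hTERT), dosed 60 min, then exposed to the DSB inducer NCS for 30 min.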
Menin MLL FP TR = menin-MLL binding inhibition, Texas Red mutant peptide. O00255. Menin + Texas Red MLL mutant peptide, fluorescence polarization. Potency, µM (titrated, usually from 61.6 µM), for inactives: at the highest dose FP activity change, negative = inhibition, usual class: inhibitors. hit rate 0.23% among 270,000; active = well fitted inhibition curve with a large enough effect in the polarisation, with a control signal flat, not every such curve was filed as active; inconclusive = small, poorly fitted or top-dose-only effect, or effect the other way, or a change in a side signal; inactive = no such curve, though single readings can be large or run the other way; the % refers to the polarisation; note: potency is the fitted concentration of half-maximal effect; % of control where 0% means no effect; many of its hits are not listed in these tables
TSHR antagonist = blocks TSH signaling through the human TSH receptor. P16473. TSHR-expressing cells, TSH-stimulated cAMP HTRF, 2 h; active compounds read low. activity change, negative = inhibition, % at 11.5 µM. hit rate 0.2% among 330,000. AID 504810;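 active = activity change below a set negative limit, meaning inhibition stronger than a set level, cut at about -70% in these data; inconclusive = activity change between two set negative limits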; note: % is set by controls: 0 for no effect and ±100 for the full control effect
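Antagonism was scored as loss of TSH-driven cAMP in TSHR cells, stimulated with 4nM TSH (EC80) for 2 hours at 37 deg C and detected by homogeneous HTRF competition immunoassay.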
Integrin act MD = activates integrin-mediated alleviation for muscular dystrophy | alpha7betagal myoblasts, beta-gal FDG fluorescence, 48 h | Potency, µM (top dose mostly 38.3 µM), inactives show at the highest dose activation, hits mostly activators | hit rate 0.064% among 350,000 | AID 624291;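 note: potency is the fitted concentration of half-maximal effect; 100% = response of the positive control SU9516; nearly all actives have a fitted effect of over 60% in size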
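Alpha7betagal+/- myoblasts (passage 13) were plated 16-24 hr, then exposed to compounds (1:260 dilution of DMSO stock) for 48 hours at 37C. After MPER lysis, β-galactosidase reporter activity was read as FDG fluorescence (ex 480/em 540) after 30 minutes.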
TCR act = activators of T cell receptors. primary human leukocytes, anti-CD3, IL-2 HTRF, 48 h. Potency, µM (highest dose often 9.22 µM), for inactives: at the highest dose activation of IL-2 secretion, usual class: activators. 330,000 tested, under 10 active. AID 504894; note: % of control where 0% means no effect
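TCR engagement came from a-CD3 beads alone, with compounds added to primary human leukocytes for 48 hr. Secreted IL-2 bridged europium cryptate- and d2-labelled anti-IL-2 antibodies, giving FRET emission at 665nm after 320nm excitation.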
The depositor's hits bear a star; ? = inconclusive; nt = not tested or not shown; [ ] = remark or other dose. Unless noted, calls come from the whole dose curve; as a rule, active = well fitted curve in the direction sought with a large enough effect; inconclusive = small, poorly fitted or top-dose-only effect, or another doubt; inactive = no such curve, though single readings can be large; an effect the other way counts as inactive or inconclusive. Not all compounds are listed (hit frequency here may not be typical).

entry	SMILES	Mito fusion act	TSG101-PTAP inh	CXXC DNA block	MBNL1 CUG block	ASM inhibitor	AT treatment	Menin MLL FP TR	TSHR antagonist	Integrin act MD	TCR act
1	COc1cccc(NC(=S)NN=C2CCC(C(C)(C)C)CC2)c1 (stereo not drawn)	0%	-2%	2%	5%	-3%	-3%	-2%	-13	18%	4%
2	CCn1c(SCC(=O)c2c(N)n(C3CC3)c(=O)[nH]c2=O)nc2cc(S(N)(=O)=O)ccc21	-4%	-6%	nt	nt	2%	2%	nt	4	-17%	nt
3	Cc1ccc(CN(Cc2ccco2)C(=S)NCC(=O)NC2CC2)cc1	5%	0%	-4%	-5%	7%	0%	-10%	4	2%	-1%
4	COc1ccc2ccccc2c1C1CC(=O)N2CN(C3CCCCC3)CSC2=C1C#N (stereo not drawn)	0%	6%	-7%	9%	5%	6%	-5%[11.7 µM]	1	-1%	11%
5	CC1CCCCN1CCNC(=O)CN1C(=O)CSc2ccc(S(=O)(=O)N3CCCCC3)cc21 (stereo not drawn)	-1%	-7%	6%	-1%	5%	2%	nt	-11	-5%	1%
6	CCOC(=O)C1CCCN(S(=O)(=O)c2ccc3c(c2)N(C)C(=O)CC(=O)N3C)C1 (stereo not drawn)	0%	-5%	-4%	-5%	1%	12%	nt	0	-7%	4%
7	CNC(=O)COC(=O)c1ccc(NC(=O)CC#N)cc1	-2%	-7%	4%	-18%	0%	2%	-5%	2	-15%	4%
8	CCC(Oc1ccccc1)C(=O)OCC(=O)Nc1sccc1C(N)=O (stereo not drawn)	15%	-2%	nt	nt	-2%	-3%	nt	-31	-28%	1%
9	Cc1ccc(S(=O)(=O)N2CCOCC2)cc1C(=O)OCC(=O)NC1CCCC1	nt	-5%	nt	nt	2%	6%	nt	8	12%	5%
10	O=C(CSc1nnc(NC(=O)C2CC2)s1)NCc1cccs1	-35%[inhibitor]	-1%	-3%	-3%	1%	6%	-7%	2	21%	-5%
11	CCOC(=O)c1nn(C)c2[nH]c(=O)n(C)c(=O)c12	nt	-4%	nt	nt	4%	nt	nt	nt	-24%	-4%
12	COc1ccc(CCNC(=O)CSc2ccccn2)cc1	-4%	-3%	-14%	-10%	2%	11%	11%	21	?	1%
13	CCCCN(C(=O)c1cccc(S(=O)(=O)N2CCN(C)CC2)c1)c1c(N)n(CCC)c(=O)[nH]c1=O	1%	-1%	nt	nt	2%	4%	nt	-3	15%	-47%
14	Cc1ccc(S(=O)(=O)N2CCOCC2)cc1NC(=O)COC(=O)CSc1ccc(Br)cc1C	-2%	1%	-1%	4%	-6%	4%	?	-9	-4%	0%
15	COc1ccc(-c2cc3nc(C)c(CCC(=O)NC(C)CCc4ccco4)c(C)n3n2)c(OC)c1 (stereo not drawn)	9%	-3%	-1%	-6%	-1%	-2%	2%	2	-7%	0%
16	C=CCOc1ccc(/C=N/NC(=O)c2c(C)nc3ccc(Cl)cn23)cc1	1%	-3%	20%	5%	-3%	6%	6%	-6	34%	-3%
17	CCCN(C(=O)CCOc1ccc(C(C)(C)C)cc1)c1c(N)n(Cc2ccccc2)c(=O)[nH]c1=O	3%	0%	nt	nt	2%	-5%	nt	6	8%	3%
18	CCN1C(=O)C(CC(=O)Nc2ccc(OC)cc2)N(Cc2ccc(OC)c(OC)c2)C1=S (stereo not drawn)	1%	-1%	-2%	2%	0%	-7%	nt	-4	6%	-5%
19	Cc1cc(C)c(C#N)c(SCc2[nH]nc3c2C(c2ccccc2)C(C#N)=C(N)O3)n1 (stereo not drawn)	5%	-14%	-3%	-6%	-7%	nt	42%[activator]	nt	6%	-2%
20	CCOC(=O)C1=C(CS(=O)(=O)c2ccc(C)cc2)NC(=O)NC1c1cc(OC)c(O)c(OC)c1 (stereo not drawn)	-3%	-4%	9%	-6%	2%	0%	11%	-2	-5%	-1%
21	COc1ccc(OC(=O)COc2ccc(Cl)cc2)cc1	-2%	-1%	-19%	-2%	3%	5%	21%	11	32%	-1%
22	O=C(Nc1ccc(Cl)cn1)C1CC1	5%	0%	10%	-6%	0%	0%	5%	-2	24%	2%
23	CCCCCCN1C=C/C(=C\C=C(C#N)C#N)c2ccccc21	-4%	1%	29%	?	-23%	2%	?	10	3%	-6%[46.1 µM]
24	CCOC(=O)N1CCC(NC(=O)Cn2c3c(c(-c4ccccc4Cl)cc2=O)CCC3)CC1	4%	-1%	-17%	?	3%	0%	-1%	-3	4%	8%
25	C/C(=N/NS(=O)(=O)c1cccc([N+](=O)[O-])c1)c1ccc2c(c1)OCO2	0%	1%	-1%	?	2%	16%	18%	-27	?	-10%
26	CC(C)CN(C(=O)CCNC(=O)c1ccccc1Cl)C1CCS(=O)(=O)C1 (stereo not drawn)	0%	-9%	nt	nt	10%	15%	nt	-4	?	-1%
27	CC(=O)Nc1ccc(/C=N/NC(=O)CNC(=O)c2ccccc2)cc1	-11%	-1%	3%	6%	4%	-3%	12%	4	0%	5%
28	COC(=O)C1=C(C)N(c2ccc(C)cc2)/C(=C/c2ccc(O)cc2)C1=O	3%	1%	?	-3%	-9%	0%	?	0	-16%	6%
29	COc1ccc(NC(=S)N(CCC(C)C)C2CCN(C(C)C)CC2)cc1	-7%	-2%	12%	-9%	2%	-3%	-21%	-4	-62%[inhibitor]	7%
30	Fc1ccc(-n2c(Cc3cccs3)n[nH]c2=S)cc1Cl	17%	0%	-8%	1%	0%	-2%	24%	-7	-12%	-1%
31	CCCc1c(C(=O)N/N=C/c2ccc(OCc3ccccc3)c(OC)c2)nnn1-c1nonc1N	4%	-4%	17%	2%	-7%	-1%	?	19	3%	-3%
32	COc1ccc(N(C(=O)CNC(=O)c2cccs2)C(C(=O)NCC2CCCO2)c2ccccc2)c(OC)c1 (stereo not drawn)	2%	-5%	-3%	-6%	5%	-4%	-1%	15	39%	5%
33	CCOc1cc(N(CC)CC)ccc1/C=C(/C#N)c1nc2ccccc2[nH]1	16%	?	?	10%	?	-11%	?	3	-50%[inhibitor]	2%
34	CN(C)S(=O)(=O)c1ccc(NC(=O)COC(=O)Cn2[nH]c(=O)c3ccccc3c2=O)cc1	-5%	-5%	16%	2%	-1%	0%	nt	13	6%	0%
35	COc1cccc(/C=C/C(=O)OCC(=O)N(C)CC(=O)Nc2ccccc2Cl)c1OC	-1%	-2%	nt	nt	1%	-3%	nt	-6	0%	4%
36	CC(C)NC(=O)C1CCN(C2CCN(C(=O)c3scc4c3CCCC4)CC2)CC1	-4%	-2%	2%	-8%	-2%	-4%	-19%	15	15%	-2%
37	CC(=O)OCCNC(=O)c1cccnc1	-1%	-5%	8%	5%	8%	-2%	-12%	-5	21%	-3%
38	Cc1nnc(OCc2nc3ccccc3n2C)c2ccccc12	-6%	-4%	6%	2%	-2%	-5%	-26%	6	-7%	-2%
39	CC(C)NC(=O)COc1ccccc1C#N	-1%	-3%	2%	3%	0%	2%	-4%	-1	-16%	1%
40	Cc1nn(Cc2ccccc2Cl)c(C)c1NC(=O)c1ccn(C)n1	-8%	-2%	-1%	-5%[11.5 µM]	-2%	-2%	7%	0	-10%	0%[46.1 µM]
41	CS(=O)(=O)Nc1ccc(C(=O)NCCC2=CCCCC2)cc1	6%	-5%	6%	9%	0%	nt	12%	nt	-2%	2%
42	CCc1nnc(NC(=O)CSc2nnnn2-c2cccc(C(=O)OC)c2)s1	1%	-1%	2%	-2%	-1%	-3%	0%	-5	5%	-3%
43	CCCc1nn(C)c2c1C(c1ccncc1)C(C#N)=C(N)O2 (stereo not drawn)	0%	-2%	-5%	17%	2%	1%	-8%	9	-28%	6%
44	Cc1cnc(C(=O)OCC(=O)Nc2ccc(C)c(S(=O)(=O)N3CCCCC3)c2)cn1	-2%	0%	14%	-18%	-2%	2%	7%	18	0%	1%[46.1 µM]
45	O=C(NC1CCCC1)c1ccc(S(=O)(=O)N2CCOCC2)cc1	-2%	-11%	-1%	5%	5%	2%	nt	-8	20%	nt
46	Cc1ccc(S(=O)(=O)NCc2csc(-c3cccs3)n2)cc1	3%	-4%	1%	36%[activator]	0%	2%	nt	-2	0%	11%
47	CC1Cc2ccccc2N1C(=O)COC(=O)c1cccnc1Cl (stereo not drawn)	2%	-6%	0%	-3%	-1%	6%	-8%	-6	16%	nt
48	COc1ccc(C)cc1S(=O)(=O)N1CCN(C(=O)c2ncoc2-c2cccc(C)c2)CC1	3%	1%	9%	-5%	1%	2%	-3%	-12	-24%	-9%
49	C=COCCNC(=O)C(=O)NC(C)C	0%	-1%	-2%	-5%	2%	-3%	4%	2	15%	-1%
